ABCB1 inh = inhibitors of human ABCB1 transporter, ABCG2 counter-screen. inhibition, % at 6.6 µM. hit rate 0.067% among 190,000. CCRF-Adr cells, JC-1 efflux, flow cytometry. P08183. AID 1326; in the data active = inhibition above about 40%;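 also: 0% = vehicle and 100% = reference inhibitor; higher value means more JC-1 retained so stronger ABCB1 efflux block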
RGS8-Gao reg = regulators of human RGS8-Galphao interaction; hit rate 0.34% among 220,000; P09471; multiplexed bead flow cytometry, RGS8-Galphao binding; actives lie on both sides; AID 1423; response (percent of control binding), % at 10 µM; in the data active = response below about 60% or above about 140%; inactive = in between;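 also: Galphao activated as the GDP aluminium fluoride complex binding bead-coupled RGS8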
Target sequence (P09471 whole entry, looked up): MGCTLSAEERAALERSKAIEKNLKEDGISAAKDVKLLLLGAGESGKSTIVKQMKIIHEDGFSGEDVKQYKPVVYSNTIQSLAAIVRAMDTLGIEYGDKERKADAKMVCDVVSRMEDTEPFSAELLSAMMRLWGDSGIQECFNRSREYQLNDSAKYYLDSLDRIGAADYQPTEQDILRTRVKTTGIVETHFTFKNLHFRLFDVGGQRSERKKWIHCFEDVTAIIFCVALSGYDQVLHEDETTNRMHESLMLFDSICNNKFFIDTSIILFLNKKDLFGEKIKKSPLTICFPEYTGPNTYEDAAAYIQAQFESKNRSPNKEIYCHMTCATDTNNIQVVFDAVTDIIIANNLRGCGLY
Bim-Mcl-1 = inhibitors of Bim-Mcl-1 interaction, human; Bead-based flow cytometry, Bim peptide-Mcl-1 binding; AID 1009; hit rate 0.1% among 190,000; inhibition, % at 10 µM; in the data active = inhibition above about 40%;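 also: 0% = no compound tracer wells and 100% = peptide blocker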
Target sequence (Q07820 whole entry, looked up): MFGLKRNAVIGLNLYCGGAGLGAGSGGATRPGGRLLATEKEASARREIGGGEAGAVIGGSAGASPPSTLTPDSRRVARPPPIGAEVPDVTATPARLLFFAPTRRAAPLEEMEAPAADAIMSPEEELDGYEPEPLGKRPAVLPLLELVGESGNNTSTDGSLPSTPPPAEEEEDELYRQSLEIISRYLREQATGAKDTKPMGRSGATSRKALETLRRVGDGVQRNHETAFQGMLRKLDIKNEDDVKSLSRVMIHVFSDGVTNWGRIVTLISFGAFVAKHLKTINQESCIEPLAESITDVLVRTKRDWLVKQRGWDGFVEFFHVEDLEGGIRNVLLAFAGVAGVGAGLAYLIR
RGS7-Gao reg = human RGS7-Galphao interaction regulation; AID 1439; Multiplexed bead flow cytometry, RGS7-Galphao binding; actives lie on both sides; P09471; hit rate 0.35% among 220,000; binding response (% of control), % at 10 µM; in the data active = binding response below about 49% or above about 150%; inconclusive = no clear call, values can overlap the other calls; inactive = in between;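 also: fluorescent Galphao held in activated GDP-AlF4 state binding bead-coupled RGS7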
Pf gametocyte = kills late stage P. falciparum gametocytes; P. falciparum stage V gametocytes, ATP luminescence, 24 h; inhibition, % at 10.9 µM; hit rate 0.065% among 150,000;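 active = inhibition above the mean plus 3 SD of compounds within the control limits, set per campaign, cut at about 38% in these data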;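 also: 0% = DMSO wells and 100% = medium only without gametocytes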
Mcl1 Bid PPI = Mcl-1/Bid interaction inhibition. Q07820. TR-FRET Mcl-1/Bid-Dy647 peptide binding, 1536-well. inhibition, % at 21.7 µM. hit rate 0.97% among 220,000;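 active = compounds that cut the binding signal by more than half at the single screening dose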;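 also: His-tagged Mcl-1 with europium anti-His antibody binding Bid BH3 peptide; 0% = Mcl-1 plus peptide wells and 100% = peptide-only wells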
Mcl1 Noxa PPI = disrupts binding of human Mcl-1 to Noxa peptide; Q07820; TR-FRET Mcl-1/Noxa peptide binding, 2 h; inhibition, % at 21.7 µM; hit rate 1.5% among 220,000; AID 1022;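 active = compounds that cut the protein-peptide binding signal by more than 50% relative to plate controls in a single-dose test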;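 also: His-tagged Mcl-1 with rhodamine Noxa BH3 peptide and terbium anti-His antibody; 0% = Mcl-1 plus Noxa peptide wells and 100% = peptide-only wells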
Avidin bead fluor = avidin bead compound fluorescence profile; Avidin beads, compound fluorescence 488/530 nm, flow cytometry; stronger effect = higher value; fluorescence (KMESF) at 10 µM; hit rate 0.38% among 220,000; AID 1775; in the data active = fluorescence above about 47; also: inactives centre near 10
GSH fluor = compound fluoresces at 488/530 nm on GSH beads; GSH beads flow cytometry, compound fluorescence 488/530 nm; stronger effect = higher value; fluorescence (KMESF) at 10 µM; hit rate 0.25% among 190,000; AID 1776; in the data active = fluorescence above about 89;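 also: glutathione beads carrying GST-tagged Bcl family fusion proteins plus one bare bead set; values are compound well signal with DMSO vehicle wells as background; inactives centre near 16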
ABCG2 inh = inhibitors of human ABCG2 transporter, ABCB1 counter-screen. IgMXP3 cells, JC-1 efflux, flow cytometry. inhibition, % at 6.6 µM. hit rate 0.1% among 190,000. AID 1325;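 active = inhibition above 80%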;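 also: 0% = DMSO and 100% = nicardipine control wells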
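Test system: IgMXP3 cells (ABCG2) mixed with DDAO far-red-labelled CCRF-Adr cells (ABCB1). Reagent: JC-1 transporter substrate. Compound dosing: single test compound dose, 6.6 µM final. Times: 10 min compound exposure, 25 °C. Detection: flow cytometry of retained JC-1 fluorescence. Read-out basis: efflux inhibition in percent versus controls. Controls: nicardipine and DMSO wells.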
RGS4-Gao reg = human RGS4-Galphao interaction regulation; hit rate 0.33% among 220,000; binding response (% of control), % at 10 µM; Multiplexed bead flow cytometry, RGS4-Galphao binding; actives lie on both sides; in the data active = binding response below about 49% or above about 150%; inactive = in between;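 also: fluorescent Galphao activated with aluminum fluoride binding bead-coupled RGS4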
An asterisk follows results filed as active; ? = inconclusive; · = no result given.

No.	compound	RGS8-Gao reg	ABCB1 inh	GSH fluor	Bim-Mcl-1	Avidin bead fluor	ABCG2 inh
1	CC1(C)Cc2c(sc(/N=C/N3CCCCC3)c2C#N)C(C)(C)N1	101	-2.0	32	-1	5	-2
2	CCN=C1SC(C(=O)Nc2ccccc2)CC(=O)N1CC (centres undefined)	99	0.2	4	-5	4	1
3	Nc1cc(=O)[nH]c(SCC(=O)NNC(=O)Cc2ccccc2)n1	98	4.2	13	-3	13	4
4	CC(Oc1ccc(C(C)(C)C)cc1)c1ccnc2nc(/N=C/N(C)C)nn12 (centres undefined)	91	1.2	22	-1	22	10
5	CCN1CCN(C(=S)Nc2cccc([N+](=O)[O-])c2)CC1	99	0.1	11	-10	23	7
6	CCOc1ccc(C2=CS/C(=C(\C#N)c3nnc4n3CCCCC4)N2CC)cc1	100	1.0	19	-2	10	2
7	O=C(COc1ncnc2ccccc12)NCCc1ccccc1	97	1.5	10	-1	16	3
8	Fc1ccc(-c2[nH]ncc2-c2nnnn2-c2ccccc2)c(F)c1	101	0.1	17	0	14	1
9	CCOc1ccc(Br)cc1S(=O)(=O)Nc1ccc(C(=O)OCC(=O)Nc2ccc(C#N)cc2)cc1	102	-0.6	15	0	9	-4
10	CCOC(=O)N1CCN(C(=O)c2ccc3c(=O)n(Cc4ccccc4)c(=S)[nH]c3c2)CC1	99	0.1	11	1	25	1
11	CC(=O)c1cccc(S(=O)(=O)Nc2cccc(S(=O)(=O)NC3=NCCC3)c2)c1	105	-0.2	6	-1	3	0
12	Cc1ccc(N2CCN(CC(=O)Nc3c(C(=O)C4CC4)oc4ccccc34)CC2)cc1	100	1.0	26	0	5	3
13	Cc1cccc(Cn2ccc(N)n2)c1	104	1.6	14	-1	23	2
14	O=C(Cc1ccsc1)NCC(c1ccco1)N1CCCCC1 (centres undefined)	101	0.1	12	-2	23	1
15	Cn1c(=O)[nH]c(=O)c2c1nc(N1CCCCCC1)n2Cc1cccc2ccccc12	100	0.1	21	-4	7	0

No.	RGS7-Gao reg	Mcl1 Bid PPI	Pf gametocyte	Mcl1 Noxa PPI	RGS4-Gao reg
1	105	-1	-8	7	104
2	108	-24	·	-9	110
3	?	-22	15	0	95
4	90	-11	·	4	88
5	103	-22	4	22	99
6	103	11	·	22	100
7	?	-7	14	9	99
8	100	-4	·	-1	99
9	?	-17	9	-6	105
10	104	-125	·	-10	102
11	103	-1	-2	8	106
12	99	-12	·	-18	101
13	102	-11	-11	17	104
14	99	-29	·	12	100
15	100	-52	·	-2	100

The results go on.
No.	compound	RGS8-Gao reg	ABCB1 inh	GSH fluor	Bim-Mcl-1	Avidin bead fluor	ABCG2 inh
16	CCOC(=O)Cc1csc(NC(=S)NC(=O)C(C)(C)C)n1	100	-0.1	10	-5	6	1
17	COCCNC(=O)C(c1ccc(F)cc1)N(CCOC)C(=O)CCC(=O)Nc1nccs1 (centres undefined)	103	0.8	34	-1	10	2
18	CN1CCN(C(=O)c2cc3c(C(F)(F)F)nn(C)c3s2)CC1	99	0.5	23	-6	26	2
19	COc1ccccc1C1CC(c2ccc(Cl)cc2Cl)Nc2nc(N)nn21 (centres undefined)	102	0.2	22	0	9	1
20	Cc1ccc(Nc2nc(COC(=O)C3CC3)cs2)cc1	100	0.2	19	-5	10	3
21	Cc1ccc(NCc2nnc(SCC(=O)Nc3cc(C)on3)n2C)cc1	103	0.3	18	-2	21	1
22	CCc1nnc(NS(=O)(=O)c2ccc(N/C=C(\C=O)c3nc4cc(Cl)ccc4o3)cc2)s1	98	0.0	22	-3	10	0
23	C/C(=N/NC(=O)CN1CCN(Cc2ccccc2Cl)CC1)c1ccco1	100	·	·	·	7	·
24	CCOC(=O)Cc1csc(N/N=C\c2cccc(Br)c2)n1	104	0.0	6	-3	8	1
25	CC1(C)Cc2c(sc3nc(SCC(=O)NCc4ccco4)n(-c4ccccc4)c(=O)c23)CS1	97	9.5	36	-7	11	26
26	CCC1=NN(C(=O)Cc2ccc([N+](=O)[O-])cc2)C(O)(C(C)(C)C)C1 (centres undefined)	101	1.5	74	0	12	5
27	CC(C)=N/N=C(\c1cccc([N+](=O)[O-])c1)C12CN3CN(CN(C3)C1)C2	98	0.4	4	-2	11	13
28	O=C(CSCc1cccs1)N1CCCC1	69	1.9	66	-3	5	6
29	COc1ccc(C(C(=O)NC2CCCC2)N2CCc3ccccc32)cc1 (centres undefined)	104	-2.9	22	0	·	-4
30	C[C@H](NC(=O)c1nc[nH]c1C(=O)N1CCc2ccccc2C1)C(=O)OCc1ccccc1	99	·	·	·	9	·

No.	RGS7-Gao reg	Mcl1 Bid PPI	Pf gametocyte	Mcl1 Noxa PPI	RGS4-Gao reg
16	100	-40	·	-8	103
17	99	-15	-18	·	102
18	97	-9	·	-5	97
19	99	-26	·	14	100
20	?	-35	·	12	103
21	102	-33	9	6	102
22	95	-25	·	41	95
23	?	-18	21	-17	100
24	100	-48	-19	-27	105
25	99	-4	·	-83	98
26	99	0	·	6	105
27	100	-4	-6	-9	104
28	90	-37	·	17	85
29	103	-21	·	13	97
30	?	-43	·	-12	96

New compounds follow
No.	compound	RGS8-Gao reg	ABCB1 inh	GSH fluor	Bim-Mcl-1	Avidin bead fluor	ABCG2 inh
31	COc1cc2c(cc1NC(=S)NC(=O)c1c(OC)cccc1OC)oc1ccccc12	101	-0.1	16	-6	19	2
32	COc1ccc(C)cc1NC(=O)C(Sc1nnnn1C)c1ccccc1 (centres undefined)	97	0.5	23	-5	14	1
33	COC(C[C@H]1O[C@@H]1[C@@H](O)COCc1ccccc1)OC	101	·	·	·	11	·
34	COc1ccccc1NC(=O)CN1CCN(c2ccccc2OC)CC1	102	1.1	18	-1	10	8
35	COc1ccccc1C1CCN(c2ccc(CO)cc2[N+](=O)[O-])CC1	99	·	·	·	6	·
36	CC(C)(C)OC(=O)N/N=C/c1cccc([N+](=O)[O-])c1	97	1.3	11	-3	10	15
37	CCOC(=O)C(=N/O)/C(C)=N/NC(=O)C(=O)Nc1cc(Cl)ccc1Cl	96	·	·	·	8	·
38	CN(Cc1cccs1)C(=O)Cn1cnc2cc([N+](=O)[O-])ccc2c1=O	100	1.4	14	0	7	6
39	NC(=O)CC(NC(=O)c1ccccc1)c1ccc(NC2CCCC2)c([N+](=O)[O-])c1 (centres undefined)	104	·	·	·	9	·
40	COC(=O)C1CCCN1C(=O)C1CCCN1C(=O)CNC(=O)OCc1ccccc1 (centres undefined)	106	-8.4	12	-2	6	-4
41	COc1ccc(N=c2oc3cc(O)ccc3cc2C(=O)Nc2ccccn2)cc1OC	101	-0.6	13	4	10	-2
42	Cc1c(Br)c([N+](=O)[O-])nn1CCCC(=O)Nc1c(C)n(C)n(-c2ccccc2)c1=O	101	1.3	22	0	6	7
43	Cc1ccsc1/C=N/n1c(-c2ccco2)n[nH]c1=S	103	-0.1	19	-2	6	0
44	CCOC(=O)COc1c(OC)cc(Cl)cc1C1NC(=O)NC(C)=C1C(C)=O (centres undefined)	100	0.6	29	-1	8	2
45	CCOC(=O)CSc1nc2ccccc2c(=O)n1CCC(=O)NCCc1ccc(OC)c(OC)c1	98	0.6	27	3	7	53

No.	RGS7-Gao reg	Mcl1 Bid PPI	Pf gametocyte	Mcl1 Noxa PPI	RGS4-Gao reg
31	94	-44	6	-4	103
32	93	-14	7	6	98
33	?	-5	-9	-23	105
34	99	-54	10	22	104
35	?	-3	14	10	99
36	92	-8	-11	5	96
37	?	-30	-14	10	93
38	97	-40	-16	9	99
39	?	-20	25	-9	100
40	101	-27	6	13	103
41	99	5	12	53*	103
42	96	-28	-2	7	105
43	100	-9	1	13	95
44	96	2	·	4	98
45	97	-4	2	4	92

(cont.)
No.	compound	RGS8-Gao reg	ABCB1 inh	GSH fluor	Bim-Mcl-1	Avidin bead fluor	ABCG2 inh
46	CCOC(=O)c1cnc(SCc2nc(N)nc(Nc3ccc(C)cc3)n2)nc1N	103	-0.4	16	-3	14	22
47	CC(C)(C)C(=O)Nc1ccc2c(c1)-c1cc(NC(=O)C(C)(C)C)ccc1C2	100	0.1	22	-5	37	1
48	COc1cc(Nc2ccc(C(=O)O)cc2[N+](=O)[O-])cc(OC)c1	100	0.6	25	-1	6	36
49	O=c1[nH]c2ccc(S(=O)(=O)Nc3ccc(-c4nnc5n4CCCCC5)cc3)cc2o1	99	0.9	33	0	8	2
50	O=C(CCC(=O)Nc1ccc(Cl)cc1Cl)NNC(=O)Nc1ccccc1	99	0.7	19	9	9	4
51	Cc1ccc(NC(=O)/C(=C/c2cccc(Br)c2)NC(=O)c2ccco2)cc1	105	0.1	5	0	24	23
52	Cc1nc(C)c(-c2nnc(-c3ccccc3Cl)o2)cc1C(=O)NN	100	·	·	·	7	·

No.	RGS7-Gao reg	Mcl1 Bid PPI	Pf gametocyte	Mcl1 Noxa PPI	RGS4-Gao reg
46	104	-45	·	15	105
47	99	-6	·	0	100
48	102	7	3	27	100
49	104	-14	1	-7	104
50	?	-36	-3	3	101
51	106	-27	3	10	103
52	?	-48	15	-16	98

In a second layout: entries from further up.
no.	molecule	RGS8-Gao reg	ABCB1 inh	GSH fluor	Bim-Mcl-1	Avidin bead fluor	ABCG2 inh	RGS7-Gao reg	Mcl1 Bid PPI	Pf gametocyte	Mcl1 Noxa PPI	RGS4-Gao reg
41	COc1ccc(N=c2oc3cc(O)ccc3cc2C(=O)Nc2ccccn2)cc1OC	101	-0.6	13	4	10	-2	99	5	12	53*	103
42	Cc1c(Br)c([N+](=O)[O-])nn1CCCC(=O)Nc1c(C)n(C)n(-c2ccccc2)c1=O	101	1.3	22	0	6	7	96	-28	-2	7	105
43	Cc1ccsc1/C=N/n1c(-c2ccco2)n[nH]c1=S	103	-0.1	19	-2	6	0	100	-9	1	13	95
44	CCOC(=O)COc1c(OC)cc(Cl)cc1C1NC(=O)NC(C)=C1C(C)=O (centres undefined)	100	0.6	29	-1	8	2	96	2	·	4	98
45	CCOC(=O)CSc1nc2ccccc2c(=O)n1CCC(=O)NCCc1ccc(OC)c(OC)c1	98	0.6	27	3	7	53	97	-4	2	4	92
46	CCOC(=O)c1cnc(SCc2nc(N)nc(Nc3ccc(C)cc3)n2)nc1N	103	-0.4	16	-3	14	22	104	-45	·	15	105
47	CC(C)(C)C(=O)Nc1ccc2c(c1)-c1cc(NC(=O)C(C)(C)C)ccc1C2	100	0.1	22	-5	37	1	99	-6	·	0	100
48	COc1cc(Nc2ccc(C(=O)O)cc2[N+](=O)[O-])cc(OC)c1	100	0.6	25	-1	6	36	102	7	3	27	100
49	O=c1[nH]c2ccc(S(=O)(=O)Nc3ccc(-c4nnc5n4CCCCC5)cc3)cc2o1	99	0.9	33	0	8	2	104	-14	1	-7	104

Source: PubChem (several laboratories)
